# Source: PubChem
# BL2 CD40 inh: CD40 pathway inhibition in BL2 cells | AID 1053188 | hit rate 0.94% among 83,000 | inhibition, % at 10 µM | BL2 NF-kB luciferase reporter, CD40L-induced, 4 h;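 active means mean inhibition of at least 50% with a set share of replicates also reaching that level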;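 further: 0% = neutral control wells and 100% = IKK inhibitor VII at 50 µM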
# * marks the source's active call; other numbers are inactive results; & = joins results of further samples; [ ] = remark or other dose. An excerpt; count on the stated rates, not on these rows.
# Start of the data: the first 6 compounds, to show the layout:
entry	Structure	BL2 CD40 inh
1	COc1ccc(NS(=O)(=O)c2cccc(C(=O)N/N=C/c3c(F)c(F)c(F)c(F)c3F)c2)cc1	21
2	O=C(c1ccco1)N1CCN(CC(O)Cn2c3ccccc3c3ccccc32)CC1 (stereo not drawn)	5
3	Cc1cc(C)cc(OCCCCCNCCO)c1	24
4	Cc1cnc(NC(=O)c2ccc(OCC3CCCO3)cc2)s1 (stereo not drawn)	80*
5	Cc1ccc2ncccc2c1[N+](=O)[O-]	6
6	Cc1cccc(NC(=O)Cn2nc(C(F)(F)F)cc2C2CC2)c1	5

# All compounds of this part, previewed entries included:
entry	Structure	BL2 CD40 inh
1	COc1ccc(NS(=O)(=O)c2cccc(C(=O)N/N=C/c3c(F)c(F)c(F)c(F)c3F)c2)cc1	21
2	O=C(c1ccco1)N1CCN(CC(O)Cn2c3ccccc3c3ccccc32)CC1 (stereo not drawn)	5
3	Cc1cc(C)cc(OCCCCCNCCO)c1	24
4	Cc1cnc(NC(=O)c2ccc(OCC3CCCO3)cc2)s1 (stereo not drawn)	80*
5	Cc1ccc2ncccc2c1[N+](=O)[O-]	6
6	Cc1cccc(NC(=O)Cn2nc(C(F)(F)F)cc2C2CC2)c1	5
7	O=C(c1ccco1)N1CCCN(C(=O)c2ccco2)CC1	7
8	CCN(CC(=O)Nc1c(F)cccc1F)C(=O)C1CC1C (stereo not drawn)	7
9	CCOC(=O)C1CCCN(C(=O)c2cc(F)ccc2C)CC1 (stereo not drawn)	0
10	Cc1ccc(C(=O)NCC(=O)N2CCN(S(=O)(=O)c3cccs3)CC2)s1	2
11	CN(C)C(=O)c1cccc(-c2ccc3c(c2)[C@@H]2[C@@H](CCN2C(=O)c2cnccn2)[C@@H](CO)N3)c1	-11[25 µM]
12	COc1ccc(C(=O)NCCCCCCNC(=O)c2ccc(OC)cc2)cc1	-20

# Some of the entries so far, as labelled records:
4	Cc1cnc(NC(=O)c2ccc(OCC3CCCO3)cc2)s1 (stereo not drawn)
  BL2 CD40 inh: 80*
10	Cc1ccc(C(=O)NCC(=O)N2CCN(S(=O)(=O)c3cccs3)CC2)s1
  BL2 CD40 inh: 2

# (next part)
entry	Structure	BL2 CD40 inh
13	CCNC(=O)C1(C)CCN(Cc2ccc(C#N)cc2)C1 (stereo not drawn)	-4
14	Cc1c(Cl)c([N+](=O)[O-])nn1CC(=O)NC12CC3CC(CC(C3)C1)C2	-6
15	CCN(CC)CCn1c2c(c(SCC(=O)Nc3ccc(C)c(F)c3)nc1=O)CCC2	11
16	Cc1nc(NC(C)C(=O)O)c2nc(C)oc2n1 (stereo not drawn)	8
17	Cc1nonc1OCCN1CCN(c2ccc([N+](=O)[O-])cc2)CC1	-9
18	COc1ccc(C(=O)COC(=O)c2ccc3c(c2)OCO3)c(OC)c1	-45
19	CCCc1cc(-c2n[nH]c(=S)n2CC)cs1	9
20	Cc1cc(S(=O)(=O)c2ccc(Cl)cc2)nc(S(=O)(=O)c2ccc(Cl)cc2)c1C#N	112*
21	CC(C)NC(=O)Nc1cccc2c1O[C@@H](CN(C)C(=O)OC(C)(C)C)[C@@H](C)CN(C)C2=O	-13
22	O=C(CN1c2cccc3cccc(c23)S1(=O)=O)Nc1ccc(F)c(F)c1F	0
23	C=CCn1c(SCC(=O)Nc2ccc(Br)cc2)nc(O)cc1=O	-3
24	Cc1ccc2c(ccc(=S)n2C)c1	11
25	O=S(=O)(Nc1ccccc1F)c1ccc2nsnc2c1	11
26	COc1ccccc1-c1ccc(C2[C@H]3CNC[C@@H]2N3S(=O)(=O)c2ccc(F)cc2)cc1 (stereo partly drawn)	-5&13[25 µM]
27	CN1CCN(c2ccc(CNC(=O)c3ccco3)cc2)CC1	1
28	CCN(C(=O)CSc1nnc(-c2ccccc2C)n1C)c1c(N)n(Cc2ccccc2)c(=O)[nH]c1=O	1
29	CCC(CC)C(=O)c1c[nH]c(C(=O)OC)c1	-22
30	Cc1cc(C(C)(C)C)cc(C)c1C(=O)O	4
31	CCC(=O)Nc1cc(-c2nn(C)c(=O)c3ccccc23)ccc1N1CCOCC1	22
32	O=C(C[C@H]1CC[C@@H]2NC[C@@H](O)COC[C@H]2O1)N1CCc2ccccc2C1	0[25 µM]
33	Cc1ccc(NS(=O)(=O)c2ccc(CCC(=O)NC3CC3)cc2)cc1	6
34	CCCNC(=O)C[C@H]1CC[C@@H]2[C@H](COC[C@H](O)CN2C(=O)Nc2ccc(Cl)c(Cl)c2)O1	-11[25 µM]
35	O=C(NC1CCCCC1)c1ccc(CS(=O)(=O)Cc2ccccc2F)o1	2
36	CCCN1CCN(C(=O)CCCn2c(C)c3cnn(-c4ccccc4)c(=O)c3c2C)CC1	1
37	CC(C)n1nc(C(=O)NCc2ccc3c(c2)OCO3)c2ccccc2c1=O	13
38	O=C(CS(=O)(=O)c1ccccc1)N(CCCN1CCOCC1)c1nc2c(F)cccc2s1	-44
39	Cc1noc(C)c1NC(=O)N(C)C[C@H]1OCc2cn(nn2)CCCC(=O)N([C@H](C)CO)C[C@H]1C	14[25 µM]
40	O=C(CN1C(=O)NC2(CCCC2)C1=O)OCCOc1cccc(Br)c1	31
41	COc1ccccc1CNC(=O)CN1C(=O)NC(c2ccccc2)(c2ccccc2)C1=O	1
42	Cc1c(C(=O)O)oc2c1C(=O)CC(C)(C)C2	8
43	CSCCC(NC(=O)COc1ccccc1)C(=O)OCCOc1ccc(C)cc1 (stereo not drawn)	3
44	Cc1cn(C2CCCCO2)c(=O)[nH]c1=O (stereo not drawn)	1
45	CC1(C)CNC(=O)c2sc(NC(=O)c3ccccc3)nc2C1	-59
46	CN1C(=O)c2cc(NC(=O)C3CC3)ccc2OC[C@H]2O[C@@H](CC(=O)NCC3CCCCC3)CC[C@H]21	19
47	N#C[C@H]1[C@@H](c2ccc(C3=CCCCC3)cc2)[C@H](CO)N1S(=O)(=O)c1cccc(F)c1	-24
48	CCOC(=O)c1c(C)[nH]c(C(=O)OC(C)C(=O)NCc2ccccc2)c1C (stereo not drawn)	4
49	COc1ccc(C[C@H]2CCc3cnnn3COC[C@H](CC(C)C)NC2=O)cc1	-9[25 µM]
50	C[C@@H]1CN([C@H](C)CO)C(=O)c2cc(NC(=O)Nc3cccc4ccccc34)ccc2O[C@@H](C)CCCCO[C@@H]1CN(C)Cc1ccc(C(F)(F)F)cc1	32[25 µM]
51	CN(C)S(=O)(=O)c1ccc(C(=O)Nc2ccc(CCC(=O)N3CCCC3)cc2)cc1	2
52	CCCCOc1ccc(C(=O)O)cc1	1
53	COC(=O)C1=C(C(=O)OC)C2C=CC1C1C(OC(C)=O)C(OC(C)=O)C21 (stereo not drawn)	-5
54	CCCCCCC(C)n1[nH]c(=O)c2c(C)cc(C)nc21 (stereo not drawn)	-3
55	Nc1ccc2c(c1)Cc1cc(N)c(Br)cc1-2	-42
56	COc1ccccc1NC(=O)N1C[C@H]2[C@@H](c3ccccc31)[C@H](CO)N2C(=O)C1CC1	1
57	O=C(CSc1nc(=O)n2ccccc2n1)NCCc1ccccc1	12
58	Cc1ccc2nc(CC(O)(c3ccccc3)c3ccccc3)ccc2c1	9
59	CC(=O)N1[C@H](CO)[C@@H](c2ccc(-c3cccc(F)c3)cc2)[C@H]1CNC(=O)C1CC1	4
60	COc1cccc(NC(=O)CN(C)C(=O)Cc2ccc3c(c2)OCCO3)c1	-2
61	CC(=O)Nc1ccc(NC(=O)CSc2nnc(CNc3ccc(F)cc3)n2CC2CCCO2)cc1 (stereo not drawn)	3
62	O=C(Nc1ccccc1F)c1csc(COCCO)n1	-40
63	O=C1COc2ccc(C(=O)COC(=O)c3ccc(Cl)cc3[N+](=O)[O-])cc2N1	-16
64	CO[C@@H]1CN(C)C(=O)c2ccc(NC(=O)NC3CCCCC3)cc2OC[C@@H](C)N(CC2CC2)C[C@H]1C	6
65	O=C(NCc1ccccn1)C1CCCN(S(=O)(=O)c2cccc3nsnc23)C1 (stereo not drawn)	-2
66	C[C@H](O)C#Cc1ccc([C@H]2[C@@H](CO)N3CCCCN(S(=O)(=O)Cc4ccccc4)C[C@H]23)cc1	-2[25 µM]
67	CO[C@H]1CN(C)C(=O)c2ccc(NS(=O)(=O)CC(F)(F)F)cc2OC[C@H](C)N(C(=O)NC(C)C)C[C@@H]1C	-19[25 µM]
68	COc1cnc(-c2ccccc2)nc1OC	5
69	Cc1ccc(-c2c(C)n([O-])c3c([n+]2=O)CCCC3)cc1	-4
70	c1ccc(SCc2nc(-c3ccccn3)no2)cc1	-106
71	COC(=O)c1ccc(COC(=O)c2c(C)nn(Cc3ccccc3Cl)c2Cl)o1	0
72	C[C@H](CO)N1C[C@H](C)[C@H](CN(C)Cc2ccc3c(c2)OCO3)OCCCC[C@H](C)Oc2ccc(NS(=O)(=O)c3cn(C)cn3)cc2C1=O	-7[25 µM]

# (more compounds)
entry	Structure	BL2 CD40 inh
73	O=C(Nc1ccc(N2CCCCC2)cc1)c1ccc2ccccc2n1	-64
74	C[C@@H](O)C#Cc1ccc([C@@H]2[C@@H](CO)N3CCCCN(CC4CC4)C[C@H]23)cc1	2[25 µM]
75	COc1ccc(N2CCN(C(=O)C3(S(=O)(=O)c4ccc(C)cc4)CC3)CC2)cc1	13
76	Cc1ccc(NC(=O)c2cccc(S(=O)(=O)N3CCc4ccccc4C3)c2)nc1	1
77	CCCC#Cc1ccc([C@@H]2[C@@H](C#N)N(C(=O)C3CCC3)[C@@H]2CO)cc1	-12
78	CCn1c(CSc2ncccn2)nnc1SCC(=O)N1CCCCC1	-2
79	CC1C(=O)N2CCCc3cc(NC(=O)C(=O)NCCc4ccc(F)cc4)cc1c32 (stereo not drawn)	2
80	O=C(Nc1nccs1)c1ccc(CSc2nnnn2-c2ccccc2)cc1	-36
81	C/C=C/c1ccc([C@@H]2[C@@H](CN(C)C(=O)CC)N(C(=O)NCCC)[C@H]2CO)cc1	-3[25 µM]
82	Cc1ccc(NC(=O)c2ccc3nc[nH]c3c2)nc1	-46
83	COc1ccc(-c2ccc3n(c2=O)C[C@H]2[C@H](CO)[C@@H](C(=O)N4CCN(C)CC4)N[C@@H]32)cc1	3[25 µM]
84	CCc1nnc(NC(=O)C2CCCN(C(=O)c3ccc(Cl)cc3)C2)s1 (stereo not drawn)	-40
85	Cc1cccc(-c2nc(CN3CCCC(C(=O)NC4CCCCC4)C3)c(C)o2)c1 (stereo not drawn)	17
86	O=C(Nc1ccccc1N1CCCC1)C1CC(=O)N(Cc2ccccc2)C1 (stereo not drawn)	26
87	CN1CCN(C2=Nc3cc(Cl)ccc3Nc3ccccc32)CC1	-18
88	COc1ccc(C#Cc2ccc3c(c2)[C@H]2[C@H](CCN2C(=O)c2ccccc2F)[C@H](CO)N3C)cc1	-24[25 µM]
89	O=c1cc(-c2ccccc2F)nc(-c2ccccc2F)o1	1
90	CCN(CC)S(=O)(=O)c1cccc2c(N(C)C)cccc12	4
91	COc1ccc(-c2noc(CCCC(=O)NC3CCCC3)n2)cc1OC	6
92	O=C(Nc1nccs1)c1csc2c1CCCC2	-36
93	CC1(C)Cc2ccccc2C(C(Cc2ccccc2)C(N)=O)=N1 (stereo not drawn)	14
94	CCC(CC)C(=O)Nc1ccccc1NC(C)=O	11
95	c1csc(CNc2nc(-c3cccs3)nc3ccccc23)c1	-3
96	CC(=O)N1CCc2cc(S(=O)(=O)NCCC3=CCCCC3)ccc21	9
97	c1ccc(-c2nnc(CN3CCC4(CC3)OCCO4)o2)cc1	-18
98	COc1ccc(CN2CCCC(CNC(=O)c3ccc(F)cc3)C2)cc1OC (stereo not drawn)	10
99	CO[C@@H](CN(C)S(=O)(=O)c1ccc(C)cc1)[C@@H](C)CN(C(=O)Nc1ccccc1F)[C@@H](C)CO	-14[25 µM]
100	Cc1cc(C(=O)CN2C(=O)NC3(CCCc4ccccc43)C2=O)c(C)n1Cc1cccs1 (stereo not drawn)	-52
101	O=C(COC(=O)c1cc([N+](=O)[O-])ccc1N1CCOCC1)c1ccccc1	-11
102	CCOc1ncccc1C(=O)N(CCC(C)C)c1c(N)n(Cc2ccccc2)c(=O)[nH]c1=O	2
103	COc1ccc(C(=O)Nc2nnc(Cc3cccs3)s2)cc1OC	9
104	CCOC(=O)Nc1cc(NC(=O)OCC)c(C)nc1C	4
105	CC(=O)Nc1cccc(OCCCNS(=O)(=O)c2ccc(F)cc2)c1	4
106	COc1ccc(S(=O)(=O)Nc2ccc3c(c2)C(=O)N([C@@H](C)CO)C[C@H](C)[C@H](CN(C)C(=O)Nc2c(C)noc2C)OCCCC[C@H](C)O3)cc1	-18[25 µM]
107	COc1ccccc1-c1ccc2c(c1)O[C@H](CN(C)CC1CCOCC1)[C@@H](C)CN([C@@H](C)CO)S2(=O)=O	10[25 µM]
108	CCOc1ccc(NC(=O)CN(C)C(=O)CCN2C(=O)C3CC=CCC3C2=O)cc1OCC (stereo not drawn)	3
109	c1ccc2c(c1)OCCc1c-2[nH]c2ccccc12	-23
110	CCOC(=O)Cn1c(=O)n(CC(=O)OCC)c2ccccc21	10
111	CCCNC(=O)Nc1ccc2c(c1)C(=O)N(C)C[C@H](OC)[C@H](C)CN(C)[C@@H](C)CO2	-2[25 µM]
112	Cc1cc(NC(=O)CN2CCOCC2)n(-c2ccccc2)n1	6
113	O=C(c1ccco1)N1CCN(Cc2nc(-c3cccs3)no2)CC1	-16
114	CC1CCc2c(C(=O)N3CCN(S(=O)(=O)c4cccs4)CC3)csc2C1 (stereo not drawn)	10
115	Nc1ccc(C(=O)Nc2ccc3c(O)cc(S(=O)(=O)O)cc3c2)cc1	-4
116	COC(=O)c1cnc2ccccc2n1	9
117	O=C(Nc1nnc(-c2ccco2)o1)c1ccc(S(=O)(=O)N2CCOCC2)cc1	-3
118	C[C@@H]1CN([C@H](C)CO)C(=O)c2cc(NC(=O)Cc3ccccc3)ccc2O[C@@H]1CN(C)Cc1ccc(Oc2ccccc2)cc1	9
119	COc1ccc(S(=O)(=O)NCC(=O)N(CC(=O)NC(C)(C)C)Cc2cccs2)cc1	6
120	Cc1ccnc(N(C(=O)Nc2ccccc2)C2=NCC(C)(C)S2)c1	-64
